HP1b binding inh – blocks HP1-beta chromodomain binding to methylated histone tails; P83916; AlphaScreen HP1-beta / biotin-H3K9me3 peptide binding; Potency, µM (top dose mostly 114 µM), for the others: at the highest dose activity change, negative = inhibition, usual class: inhibitors; 390,000 compounds, 0.56% hits; AID 540317; further: potency means the concentration at half of the fitted maximal effect; nearly all actives have a fitted effect of over 70% in size; inactives centre near 23
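Compound inhibition of the preformed complex between 50 nM HP1-beta and 50 nM biotinylated H3K9me3 peptide was read by AlphaScreen. Buffer was PBS pH 7.4 with 0.01% Tween-20. Incubations ran 30 min at room temperature, with 10 ug/mL donor/acceptor beads.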
PI4K2A block – blocks human PI4K2A kinase activity. Q9BTU6. purified PI4K2A, ADP-Glo luminescence, 1 h; hits give low values. activity change, negative = inhibition, % at 76.9 µM. 420,000 compounds, 0.13% hits. AID 1346378; in the data active means activity change below about -50%; inconclusive means mostly about -30% to -49%;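 further: -100% = wells without enzyme as full effect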
Target sequence (Q9BTU6 whole entry, looked up): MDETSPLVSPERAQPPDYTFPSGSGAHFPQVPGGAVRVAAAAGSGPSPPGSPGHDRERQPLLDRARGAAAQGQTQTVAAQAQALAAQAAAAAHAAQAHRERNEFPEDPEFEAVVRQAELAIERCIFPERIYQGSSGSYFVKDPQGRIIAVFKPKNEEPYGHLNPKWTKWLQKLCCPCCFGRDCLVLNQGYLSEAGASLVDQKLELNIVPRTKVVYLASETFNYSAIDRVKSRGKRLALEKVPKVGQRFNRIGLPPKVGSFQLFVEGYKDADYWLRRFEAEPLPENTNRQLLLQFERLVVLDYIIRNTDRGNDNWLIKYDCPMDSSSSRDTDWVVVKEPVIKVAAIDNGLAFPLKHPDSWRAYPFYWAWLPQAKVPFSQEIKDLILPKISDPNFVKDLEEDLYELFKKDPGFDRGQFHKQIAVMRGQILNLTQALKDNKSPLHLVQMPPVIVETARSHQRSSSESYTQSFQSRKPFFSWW
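ADP-Glo luminescence measured ADP generated by PI4K2A enzyme (4 ug/mL before mixing) with 1.2 mM PI substrate (pre-mix) and 300 microM ATP (pre-mix). Tris pH7.5 buffer with MgCl2, Triton X-100; 1 h reaction at ambient temperature.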
TrxR1 substrate – substrates of rat thioredoxin reductase 1; O89049; purified TrxR1 substrate turnover, NADPH consumption readout; Potency, µM (series often up to 114 µM), inactives show top-dose activity change, negative = substrate turnover; 390,000 compounds, 0.01% hits; AID 588456; further: potency means the concentration at half of the fitted maximal effect; on the % scale 0 is the no-effect control and ±100 the full control effect; nearly all actives have a fitted effect of over 50% in size
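Rat TrxR1, dispensed at 90 nM, was prereduced with 400 uM NADPH (final) for 5 min at ~22 deg C, then incubated with compound 15 min before 400 uM selenite. A first-read NADPH fluorescence drop versus no-compound background flagged substrates.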
rTrxR1 inhibitor – blocks rat thioredoxin reductase 1. Potency, µM (titrated, usually from 114 µM), for the others: top-dose activity change, negative = inhibition, most hits filed as inhibitors. recombinant rTrxR1, NADPH fluorescence consumption, selenite substrate. AID 588453. 390,000 compounds, 1% hits. O89049; further: potency means the concentration at half of the fitted maximal effect; on the % scale 0 is the no-effect control and ±100 the full control effect; nearly all actives have a fitted effect of over 65% in size
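Rat TrxR1 (90 nM in the dispensed reagent) was pre-reduced with 400 uM NADPH for 5 min at room temperature, then incubated with compound for 15 min. After 400 uM selenite was added, NADPH fluorescence (Ex 340/Em 450 nm) was followed for 8 min.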
GLS inh – inhibitors of human glutaminase (GLS) | AID 624170 | GLS enzymatic activity, qHTS titration | Potency, µM (series often up to 45.5 µM), inactives show top-dose activity change, negative = inhibition, actives largely listed as inhibitors | 410,000 compounds, 0.21% hits; further: potency means the concentration at half of the fitted maximal effect; on the % scale 0 is the no-effect control and ±100 the full control effect
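hKGA in 45 mM KH2PO4 pH 8.2, 0.02% Tween-20 with pin-transferred compounds; 1 mM L-glutamine (stock) plus glutamate oxidase/HRP/Amplex Red coupling added. Fluorescence read initially and after 30 min at RT.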
IDH1 R132H inh – blocks human mutant IDH1 R132H enzyme. O75874. IDH1-R132H enzyme, NADPH consumption, diaphorase/resazurin fluorescence. Potency, µM (top dose mostly 76.6 µM), for inactives: top-dose activity change, negative = inhibition, most hits filed as inhibitors. 390,000 compounds, 0.093% hits; further: potency means the concentration at half of the fitted maximal effect; on the % scale 0 is the no-effect control and ±100 the full control effect; nearly all actives have a fitted effect of over 65% in size
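IDH1-R132H (0.5 ug/mL) preincubated 30 min with compound, then NADPH (0.016 mM) and alpha-KG (2 mM) added; 80 min at RT, pH 7.5. Remaining NADPH coupled via diaphorase/resazurin to fluorescence (540/590 nm); concentration-response curves normalized to no-enzyme control.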
USP1-UAF1 inh – USP1/UAF1 (human) deubiquitinase inhibition. recombinant USP1/UAF1, Ub-Rhodamine cleavage fluorescence. Potency, µM (highest dose often 57.1 µM), for the others: at the top dose activity change, negative = inhibition, actives largely listed as inhibitors. O94782. 390,000 compounds, 0.23% hits. AID 743255; further: potency means the concentration at half of the fitted maximal effect; on the % scale 0 is the no-effect control and ±100 the full control effect; nearly all actives have a fitted effect of over 60% in size; inactives centre near -12
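Step one: compound is pinned into 1nM USP1/UAF1 in HEPES pH 7.8 buffer with TCEP. Step two: 15 min room-temperature incubation. Step three: Ub-Rho (150nM final) starts cleavage, tracked by fluorescence over six one-minute reads.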
PGK inhibitor – blocks T. brucei phosphoglycerate kinase; P07378; PGK/GAPDH coupled, Kinase-Glo luminescence, 60 min; Potency, µM (titrated, usually from 57.5 µM), for the others: top-dose activity change, negative = inhibition, hits mostly inhibitors; 380,000 compounds, 0.043% hits; AID 602233; further: potency means the concentration at half of the fitted maximal effect; on the % scale 0 is the no-effect control and ±100 the full control effect; nearly all actives have a fitted effect of over 60% in size
Target sequence (P07378 whole entry, looked up): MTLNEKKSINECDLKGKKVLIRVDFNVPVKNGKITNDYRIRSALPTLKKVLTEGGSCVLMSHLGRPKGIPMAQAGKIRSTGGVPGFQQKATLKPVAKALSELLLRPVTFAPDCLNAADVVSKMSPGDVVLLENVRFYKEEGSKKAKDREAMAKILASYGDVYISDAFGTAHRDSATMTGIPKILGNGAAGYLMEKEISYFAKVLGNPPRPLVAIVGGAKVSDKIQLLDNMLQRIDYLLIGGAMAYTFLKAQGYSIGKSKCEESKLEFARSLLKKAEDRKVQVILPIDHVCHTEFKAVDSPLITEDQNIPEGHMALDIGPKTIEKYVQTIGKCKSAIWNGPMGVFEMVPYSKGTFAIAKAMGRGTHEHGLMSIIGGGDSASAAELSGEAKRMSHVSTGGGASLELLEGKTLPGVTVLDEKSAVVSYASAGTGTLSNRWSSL
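Recombinant glycosomal PGK reaction used 1,3-bisphosphoglycerate generated in-well by GAPDH (100nM final) in 100mM TEA pH 7.6, 5mM MgCl2, 0.01% Tween-20. After 60 minutes at room temperature, ATP was read by Kinase-Glo Plus luminescence end-point.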
Pin1 inhibitor – blocks the human prolyl isomerase Pin1. Pin1 FP peptide displacement, HiFluor488, 10 min. Potency, µM (highest dose often 115 µM), inactives show top-dose activity, negative = inhibition, usual class: inhibitors. 390,000 compounds, 0.009% hits. AID 504891; active means well fitted inhibition curve with a large enough effect in the polarisation, with a control signal flat, not every such curve was filed as active; inconclusive means small, poorly fitted or top-dose-only effect, or effect the other way, or a change in a side signal; inactive means no such curve, though single readings can be large or run the other way; the % refers to the polarisation; further: potency means the concentration at half of the fitted maximal effect; on the % scale 0 is the no-effect control and ±100 the full control effect
Target sequence (Q13526 whole entry, looked up): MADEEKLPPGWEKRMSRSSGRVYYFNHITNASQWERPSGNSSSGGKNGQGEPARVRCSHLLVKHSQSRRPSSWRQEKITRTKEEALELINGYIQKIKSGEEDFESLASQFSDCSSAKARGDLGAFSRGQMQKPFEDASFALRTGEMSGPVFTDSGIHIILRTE
Active calls of the source: *; [ ] = remark or other dose. Unless noted, the call rests on the fitted dose curve; in most records, active means well fitted curve in the direction sought with a large enough effect; inconclusive means small, poorly fitted or top-dose-only effect, or another doubt; inactive means no such curve, though single readings can be large; an effect the other way counts as inactive or inconclusive.

What do the screens show for `COc1ccc(N2CCN(C(CNS(C)(=O)=O)c3ccco3)CC2)cc1` (centres undefined)?
HP1b binding inh: 16%; PI4K2A block: 2; TrxR1 substrate: 2%; rTrxR1 inhibitor: 13%; GLS inh: 40%[activator]; IDH1 R132H inh: -12%; USP1-UAF1 inh: 4%; PGK inhibitor: 4%; Pin1 inhibitor: -8%

Results for COCCNC(=O)COc1ccc(C)cc1C ?
HP1b binding inh: 18%; PI4K2A block: -7; TrxR1 substrate: 15%[57.1 µM]; rTrxR1 inhibitor: 27%[57.1 µM]; GLS inh: 5%; IDH1 R132H inh: -1%; USP1-UAF1 inh: 7%; PGK inhibitor: -5%; Pin1 inhibitor: 0%

How did CCc1noc(C)c1C(=O)Nc1cc(S(=O)(=O)N2CCOCC2)ccc1N1CCN(CC)CC1 do in these assays?
HP1b binding inh: 2%; PI4K2A block: 4; TrxR1 substrate: -8%; rTrxR1 inhibitor: -2%; GLS inh: 5%; IDH1 R132H inh: 5%; USP1-UAF1 inh: -6%; PGK inhibitor: inactive; Pin1 inhibitor: -7%

What do the screens show for `O=C(CNC(=O)N1CC(=O)Nc2ccccc21)NCc1ccc(F)cc1`?
PI4K2A block: 0; GLS inh: 5%; IDH1 R132H inh: 0%; USP1-UAF1 inh: -12%; PGK inhibitor: 7%

Results for Cc1ccc(C)c(Cn2nnc3c(=O)[nH]c(C4CCN(S(=O)(=O)c5ccc(S(=O)(=O)NC6CC6)cc5)CC4)nc32)c1 ?
HP1b binding inh: 17%; PI4K2A block: -2; TrxR1 substrate: 1%; rTrxR1 inhibitor: 17%; GLS inh: -29%; IDH1 R132H inh: 1%; USP1-UAF1 inh: -16%; PGK inhibitor: -1%; Pin1 inhibitor: 35%[activator]

How did CC(C)(C)[C@H]1C=C(C(=O)N2CCN(Cc3ccccc3)CC2)O[C@@H](OCCCCO)C1 do in these assays?
HP1b binding inh: 23%; PI4K2A block: -4; TrxR1 substrate: -9%; rTrxR1 inhibitor: -4%[57.1 µM]; GLS inh: 1%; IDH1 R132H inh: -13%; USP1-UAF1 inh: -17%; PGK inhibitor: -4%; Pin1 inhibitor: 9%

How did CCCCNC(=O)CSc1nc(Cc2ccccc2)nc2ccccc12 do in these assays?
HP1b binding inh: 17%; PI4K2A block: 2; TrxR1 substrate: 10%; rTrxR1 inhibitor: 47%[activator]; GLS inh: 1%; IDH1 R132H inh: 10%; USP1-UAF1 inh: -20%; PGK inhibitor: inactive; Pin1 inhibitor: 2%

Results for O=C(Nc1ccc(C(F)(F)F)cc1)c1cc(-c2cccnc2)nc2ccc(Br)cc12 ?
HP1b binding inh: 19%; PI4K2A block: 0; TrxR1 substrate: 0%; rTrxR1 inhibitor: 13%; GLS inh: -7%; IDH1 R132H inh: 0%; USP1-UAF1 inh: -10%; PGK inhibitor: inactive; Pin1 inhibitor: -4%

Results for COc1ccc(C2=NC(c3ccccc3)=Nc3ccc(C)cc3N2)cc1 ?
HP1b binding inh: 9%; PI4K2A block: 1; TrxR1 substrate: -5%; rTrxR1 inhibitor: 9%; GLS inh: -1%; USP1-UAF1 inh: -14%; Pin1 inhibitor: -4%

Results for CCN1CC(CN(C)Cc2nc(-c3ccc(C(F)(F)F)cc3)no2)CC1=O (centres undefined) ?
HP1b binding inh: 37%; PI4K2A block: 1; TrxR1 substrate: -3%; rTrxR1 inhibitor: 15%; GLS inh: 0%; IDH1 R132H inh: 5%; USP1-UAF1 inh: 6%; PGK inhibitor: -6%; Pin1 inhibitor: -8%

How did CCC(C)NC(=O)Cn1ncc2c(C)n(Cc3ccc(F)cc3)c(C)c2c1=O (centres undefined) do in these assays?
HP1b binding inh: 15%; PI4K2A block: -1; TrxR1 substrate: 4%; rTrxR1 inhibitor: -4%; GLS inh: 0%; IDH1 R132H inh: 20%; USP1-UAF1 inh: -13%; PGK inhibitor: -10%; Pin1 inhibitor: 2%

Results for CN(C)c1ccc(C(=N)Cc2ccc3ccccc3n2)cc1 ?
PI4K2A block: -4; GLS inh: -29%; IDH1 R132H inh: 11%; USP1-UAF1 inh: inconclusive; PGK inhibitor: inactive

Results for Cc1cccc(C)c1OCC(=O)NCC1COc2ccccc2O1 (centres undefined) ?
HP1b binding inh: 77%[activator]; PI4K2A block: 0; TrxR1 substrate: -1%; rTrxR1 inhibitor: 22%; GLS inh: -5%; IDH1 R132H inh: 4%; USP1-UAF1 inh: -22%; PGK inhibitor: -4%; Pin1 inhibitor: -1%

What do the screens show for `Cc1ccc(C(=O)Nc2cc(C)c(OCC(=O)N3CCOCC3)c(C)c2)cc1`?
HP1b binding inh: 35%[activator]; PI4K2A block: 0; TrxR1 substrate: -6%; rTrxR1 inhibitor: -8%; GLS inh: 5%; IDH1 R132H inh: 15%; USP1-UAF1 inh: 3%; PGK inhibitor: -5%; Pin1 inhibitor: 3%

What do the screens show for `O=C(CN1CCC(NC(=O)Nc2ccccc2)CC1)Nc1ccccc1F`?
HP1b binding inh: 32%; PI4K2A block: 1; TrxR1 substrate: 3%; rTrxR1 inhibitor: -17%; GLS inh: -17%; IDH1 R132H inh: 3%; USP1-UAF1 inh: -22%; PGK inhibitor: -3%; Pin1 inhibitor: 37%[activator]

What do the screens show for `CSCCC(NC(=O)c1cc(CC(C)C)oc1C)C(=O)O` (centres undefined)?
HP1b binding inh: 65%[activator]; PI4K2A block: -1; TrxR1 substrate: 5%; rTrxR1 inhibitor: inconclusive; GLS inh: -10%; IDH1 R132H inh: 4%; USP1-UAF1 inh: -17%; PGK inhibitor: -5%; Pin1 inhibitor: -14%

What do the screens show for `O=C(CN1C(=O)c2cccc3cccc(c23)C1=O)N1CCN(c2ccccn2)CC1`?
HP1b binding inh: 14%; PI4K2A block: -3; TrxR1 substrate: 9%[57.1 µM]; rTrxR1 inhibitor: 9%[57.1 µM]; GLS inh: 0%; IDH1 R132H inh: 7%; USP1-UAF1 inh: -5%; PGK inhibitor: -4%; Pin1 inhibitor: -2%

What do the screens show for `O=C(CN1C(=O)CCC1=O)Nc1nc2c(F)cc(F)cc2s1`?
HP1b binding inh: 42%[activator]; PI4K2A block: 4; TrxR1 substrate: 10%[57.1 µM]; rTrxR1 inhibitor: 15%[57.1 µM]; GLS inh: -10%; IDH1 R132H inh: 22%; USP1-UAF1 inh: -21%; PGK inhibitor: -4%; Pin1 inhibitor: inconclusive

Results for CCC1(c2ccc(F)cc2)NC(=O)N(CC(=O)N2c3ccccc3NC(=O)C2(C)C)C1=O (centres undefined) ?
HP1b binding inh: -8%; PI4K2A block: -1; TrxR1 substrate: -9%; rTrxR1 inhibitor: 1%[57.1 µM]; GLS inh: 51%[activator]; IDH1 R132H inh: -7%; USP1-UAF1 inh: -7%; PGK inhibitor: -11%; Pin1 inhibitor: -9%

How did Cc1cc(C)c(S(=O)(=O)O)c(C)n1 do in these assays?
HP1b binding inh: 32%; PI4K2A block: 3; TrxR1 substrate: -1%; rTrxR1 inhibitor: -10%; GLS inh: -16%; IDH1 R132H inh: 1%; USP1-UAF1 inh: -9%; PGK inhibitor: -9%; Pin1 inhibitor: -4%

How did COc1cc(C(=O)Nc2cccc(OCc3cc(=O)n4c(C)csc4n3)c2)cc(OC)c1OC do in these assays?
HP1b binding inh: 29%; PI4K2A block: 1; TrxR1 substrate: -7%; rTrxR1 inhibitor: -2%; GLS inh: 11%; IDH1 R132H inh: 11%; USP1-UAF1 inh: -14%; PGK inhibitor: 2%; Pin1 inhibitor: -9%

How did COc1ccc(F)cc1S(=O)(=O)N1CCC2(CC1)OCCN2S(=O)(=O)c1cccs1 do in these assays?
HP1b binding inh: 36%; PI4K2A block: -4; TrxR1 substrate: -4%; rTrxR1 inhibitor: 9%; GLS inh: 1%; IDH1 R132H inh: 7%; USP1-UAF1 inh: -19%; PGK inhibitor: -5%; Pin1 inhibitor: 5%

What do the screens show for `CC(=O)c1ccc(OCC(=O)OCc2cc(-c3ccco3)on2)cc1`?
HP1b binding inh: 31%; PI4K2A block: -5; TrxR1 substrate: -3%; rTrxR1 inhibitor: -29%; GLS inh: -2%; IDH1 R132H inh: 3%; USP1-UAF1 inh: -15%; PGK inhibitor: -2%; Pin1 inhibitor: 0%

What do the screens show for `C/C=C/C(=O)[C@@H](C)[C@@H](/C=C/C[Si](C)(C)C)C(C)C`?
HP1b binding inh: 14%; TrxR1 substrate: 0%; rTrxR1 inhibitor: 9%; Pin1 inhibitor: 1%

Results for COc1ccc(CNC(=O)c2cc3cccc4c3n2CC(C)S4)cc1OC (centres undefined) ?
HP1b binding inh: 14%; PI4K2A block: 1; TrxR1 substrate: 38%[activator]; rTrxR1 inhibitor: 64%[activator]; GLS inh: 4%; IDH1 R132H inh: 22%; USP1-UAF1 inh: inconclusive; PGK inhibitor: 3%; Pin1 inhibitor: 3%

Compound activity deposited in PubChem by National Center for Advancing Translational Sciences (NCATS).

Some of the compounds tested; count on the stated rates, not on these rows.
